TAAR1 antag – human TAAR1 antagonism | Q96RJ0 | CHO RD-HGA16 TAAR1, Fluo-8 calcium fluorescence, antagonist | inhibition, % at 3 µM | 360,000 tested, 1.5% active | AID 624466;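 active means inhibition above a per-plate cutoff, the mean inhibition of test compounds on that plate plus 3 SD, cut at about 49% in these data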;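 further: 0% = DMSO plus EC80 beta-PEA response and 100% = DMSO alone without agonist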
Target sequence (Q96RJ0 whole entry, looked up): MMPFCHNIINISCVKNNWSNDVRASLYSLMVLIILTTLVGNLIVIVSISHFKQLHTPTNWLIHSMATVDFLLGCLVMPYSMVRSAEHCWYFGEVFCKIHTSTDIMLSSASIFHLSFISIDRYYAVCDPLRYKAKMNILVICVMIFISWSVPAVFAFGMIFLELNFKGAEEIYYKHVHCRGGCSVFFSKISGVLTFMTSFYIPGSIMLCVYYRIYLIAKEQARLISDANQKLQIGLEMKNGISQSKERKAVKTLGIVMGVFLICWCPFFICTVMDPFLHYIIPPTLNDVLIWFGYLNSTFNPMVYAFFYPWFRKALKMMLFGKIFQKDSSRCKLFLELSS
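System: CHO RD-HGA16 cells bearing hTAAR1. Reagent: EC80 β-phenethylamine stimulus. Schedule: seeding 17-24 h prior, 75-min 37 °C, 30-min RT dye loading. Signal: Fluo-8 intracellular calcium dye fluorescence, real-time kinetic reads. Read-out: % inhibition from peak post-agonist over basal fluorescence ratio. Benchmarks: vehicle wells and EC80 agonist wells. Replicates: n of 1.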
CHRM1 agonist – agonists of human M1 muscarinic receptor | CHO-K1 hM1, Fluo-8 calcium fluorescence, agonist mode; 0% DMSO, 100% acetylcholine EC100 | AID 588814 | 360,000 tested, 0.33% active | P11229 | activation, % at 3 µM;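 active means activation above the run's mean compound activation plus 3 SD, cut at about 16% in these data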;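 further: peak over basal fluorescence ratio within a 140 s kinetic read after compound addition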
Target sequence (P11229 whole entry, looked up): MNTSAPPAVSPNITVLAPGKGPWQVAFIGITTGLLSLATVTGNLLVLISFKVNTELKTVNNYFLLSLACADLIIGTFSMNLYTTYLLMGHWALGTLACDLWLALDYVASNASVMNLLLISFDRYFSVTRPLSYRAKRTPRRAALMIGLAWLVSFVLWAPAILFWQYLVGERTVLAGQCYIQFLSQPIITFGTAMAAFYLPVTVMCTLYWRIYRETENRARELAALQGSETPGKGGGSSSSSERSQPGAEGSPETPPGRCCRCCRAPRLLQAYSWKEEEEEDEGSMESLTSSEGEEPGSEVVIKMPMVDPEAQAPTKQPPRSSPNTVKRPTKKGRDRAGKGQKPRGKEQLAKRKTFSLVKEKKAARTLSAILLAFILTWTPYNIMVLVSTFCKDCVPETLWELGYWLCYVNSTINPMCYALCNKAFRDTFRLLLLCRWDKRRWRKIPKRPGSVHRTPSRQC
CHRM1 antagonist – blocks human M1 muscarinic receptor; P11229; CHO-K1 hM1, Fluo-8 calcium fluorescence, ACh EC80 antagonist; inhibition, % at 3 µM; 360,000 tested, 1.3% active;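 active means percent inhibition above its own plate's cutoff, namely the mean of that plate's compound wells plus 3 SD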;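 further: peak over basal fluorescence ratio during 140 s after agonist addition; 0% = ACh EC80 plus DMSO and 100% = DMSO alone without agonist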
M1 PAM parental – M1 PAM counterscreen hit in parental CHO-K1 cells; activation, % at 3 µM; 360,000 tested, 0.02% active; ATP EC20, Fluo-8 calcium fluorescence; 0% at ATP EC20, 100% at ATP max;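 active means activation above the run cutoff, the mean activation of all test compounds plus 3 SD, cut at about 40% in these data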;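 further: peak over basal fluorescence ratio in a 140 s read after ATP addition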
CHO parental Ca – signal in parental CHO cells, OX1R antagonist counter-screen; inhibition, % at 5.6 µM; 330,000 tested, 0.63% active; parental CHO-K1, ATP-induced calcium, Fluo-8 fluorescence;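 active means inhibition above that plate's mean sample inhibition plus 3 SD, cut at about 26% in these data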;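 further: 0% = ATP-challenged DMSO wells and 100% = DMSO wells without ATP; some compounds past the cut are filed as inactive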
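Test system: parental CHO cells; detection: calcium-sensitive Fluo-8 fluorescence; evaluation: percent inhibition of calcium signal; also added: ATP as calcium-mobilizing challenge; repeats: one well per compound; control set: ATP-challenged DMSO wells low, unchallenged DMSO wells high; compound: single nominal dose of 5.6 µM per compound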
CHRM1 PAM – human CHRM1 positive allosteric modulation; P11229; CHO-K1 hM1, Fluo-8 calcium fluorescence, ACh EC20; 0% = ACh EC20, 100% = maximal ACh; activation, % at 3 µM; 360,000 tested, 0.088% active; in the data active means activation above about 19%, passing the limit was not always enough
M1 ag parental – M1 agonist counterscreen hit in parental CHO-K1 cells; Fluo-8 calcium fluorescence; scaled to maximal ATP response, vehicle zero; activation, % at 3 µM; 360,000 tested, 0.48% active; in the data active means activation above about 15%;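 further: untransfected CHO-K1 host cells lacking M1 receptor as counterscreen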
CHO-K1 Ca antag – counter-screen for M1 antagonists: effect in parental CHO-K1 cells | AID 602250 | ATP-induced calcium, Fluo-8 fluorescence | inhibition, % at 3 µM | 360,000 tested, 0.6% active;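 active means inhibition above a per-plate cutoff, the plate's mean sample inhibition plus 3 SD, cut at about 24% in these data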;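 further: 0% = DMSO plus EC80 ATP and 100% = DMSO alone without ATP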
TAAR1 agonist – human TAAR1 agonism; CHO RD-HGA16 TAAR1, Fluo-8 calcium fluorescence; vehicle wells 0%, saturating PEA agonist 100%; Q96RJ0; 360,000 tested, 0.99% active; activation, % at 3 µM; AID 624467;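 active means activation above the mean activation of all test compounds in the run plus 3 SD, cut at about 38% in these data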
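Assay system: CHO-derived RD-HGA16 cells with stable Gα16 and human TAAR1; timing: 17-24 h seeding, 75 min 37 °C dye, 30 min RT; read-out: % activation from peak over basal fluorescence ratio, DMSO-to-PEA scaled; measured by: kinetic Fluo-8 calcium fluorescence; benchmarks: low control DMSO, high control PEA (EC100); doses: 3 µM single concentration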
An asterisk follows results filed as active; · = no result given. Hits appear at their usual frequency, and some 4.4% of all compounds hit somewhere here.

SMILES | TAAR1 antag | CHRM1 agonist | CHRM1 antagonist | M1 PAM parental | CHO parental Ca | CHRM1 PAM | M1 ag parental | CHO-K1 Ca antag | TAAR1 agonist
CCCCNCCOCCOc1ccc(F)cc1 | -10 | -2 | 1 | 1 | 0 | 1 | 0.5 | 2 | -2
O=C(N/N=C/c1cccnc1)c1cccc(S(=O)(=O)N2CCCC2)c1 | 1 | -6 | -2 | 4 | -7 | 0 | -0.4 | -10 | 6
COc1cc(C(c2c(NC(=O)c3ccco3)sc(C)c2C)N2CCOCC2)cc(OC)c1OC (stereo not given) | -16 | 11 | 0 | -5 | · | 0 | 1.9 | 5 | 29
CC/C(=N\NC(=O)Nc1ccccc1)c1ccccc1 | 10 | -2 | 9 | 2 | -2 | 3 | 0.6 | 34* | 0
Cc1c(NC(=O)c2ccc(Br)o2)c(=O)n(-c2ccccc2)n1C | -1 | -9 | -2 | 23 | -1 | 8 | 0.6 | -11 | 7
COCCNC(=O)CN(C(=O)CCC(=O)Nc1ccccn1)c1ccc(F)c(Cl)c1 | 17 | -4 | -7 | 17 | -7 | 5 | 0.4 | -13 | 0
CCN(CC)CCNC(=O)c1ccc(N2CCCCC2)c(NS(=O)(=O)c2ccc(C)cc2)c1 | 7 | 5 | -8 | 10 | -18 | 8 | 0.5 | 2 | 0
COc1ccc(CCN2CC(C(=O)NCCc3ccc(C(F)(F)F)cc3)CCC2=O)cc1 (stereo not given) | -10 | -1 | -16 | 13 | -22 | 8 | 0.9 | -21 | 0
Cc1ccc2[nH]cc(CCNC(=O)/C=C/c3ccco3)c2c1 | -15 | 1 | -16 | 6 | -24 | 11 | 2.5 | -8 | 18
Cc1ccc(C(=O)Nc2nc(-c3cc(Cl)sc3Cl)cs2)cc1 | -1 | -4 | 8 | 10 | -17 | 0 | 0.2 | 4 | 10
Cc1ccccc1C(=O)NCc1nnc(SCC(=O)N2c3ccccc3Sc3ccccc32)n1C | -4 | -4 | 5 | 24 | -34 | 0 | 0.4 | -13 | 13
O=C1SC(c2ccccc2)=N/C1=C/c1ccco1 | -16 | -5 | -6 | 20 | -5 | 2 | 0.7 | -15 | 7
Cc1ccc(S(=O)(=O)N2CCCCC2)cc1NC(=O)CCc1nc2ccccc2c(=O)[nH]1 | 1 | -5 | 1 | 2 | -12 | 0 | 0.5 | -2 | 2
CCOC(=O)C1CCN(c2ccc([N+](=O)[O-])cc2)CC1 | 9 | -9 | -5 | 9 | -2 | 2 | 2.2 | 2 | 2
CNC[C@@H]1Oc2c(NC(=O)Nc3ccc(F)cc3)cccc2C(=O)N([C@H](C)CO)C[C@@H]1C | 6 | -4 | -9 | 11 | -13 | 6 | 0.1 | -10 | -1
C/C(CCC(C)C)=N\NC(=S)Nc1cc(S(=O)(=O)N2CCOCC2)ccc1N1CCOCC1 | -12 | -5 | 6 | 9 | 0 | 2 | 1.4 | -15 | 5
CCOc1ccc(CCNC(=O)COC(=O)c2c(OC)cccc2OC)cc1OCC | -22 | 1 | -7 | 2 | -32 | 8 | 1.1 | -15 | 1
CC1(C)CC(N2CCN(CCO)CC2)=CC(=S)N1 | -20 | -7 | -6 | 6 | -3 | 4 | 0.2 | -12 | 2
Cc1ccc(Nc2nc(N)nc(CN3CCN(Cc4ccc5c(c4)OCO5)CC3)n2)cc1 | -1 | -5 | -21 | -8 | -22 | 4 | -0.5 | 5 | 9
O=C(Nc1cccc(Cl)c1)c1cc(S(=O)(=O)N2CCOCC2)cs1 | -22 | -5 | 4 | 8 | -15 | -7 | 5.1 | -8 | 3
FC(F)(F)C1=CC(c2ccc(Br)cc2)=NCCN1 | 7 | -2 | -5 | 7 | 10 | -8 | 1.0 | 4 | 6
CC(C)C(OC(=O)c1cc2occc2n1C)C(=O)NCc1ccc2c(c1)OCO2 (stereo not given) | 19 | -4 | -8 | 8 | -26 | 0 | 1.9 | -26 | 5
COc1ccc(CCN2CNc3c(c(=O)n(C)c(=O)n3C)C2)cc1 | -9 | 0 | -6 | 2 | -1 | 11 | -0.1 | -2 | 22
N#Cc1nc(COc2ccc(Cl)cc2)oc1N1CCCCCC1 | 3 | -3 | 12 | 8 | -17 | -9 | 0.4 | 3 | 2
CSc1sc(C#N)c2c1/C(=N\O)CCC2 | -29 | -6 | -1 | 23 | -9 | 1 | 1.3 | -16 | 4
C=CCNC(=S)NNC(=O)c1csc(CC)c1 | -9 | -4 | -10 | 21 | 1 | 4 | 0.4 | -10 | 3
CCOC(=O)CN(C(=O)CSc1nnc(-c2cccc(OC)c2)o1)c1ccc(F)cc1 | 14 | -6 | -1 | 15 | -25 | 3 | 1.3 | -6 | 11
COCC(C)n1c(SCC(=O)N2CCOCC2)nc2ccccc2c1=O (stereo not given) | 1 | -2 | -2 | 9 | -26 | 7 | -0.8 | 2 | 7
CN(CC1CCCN(CCc2ccc(F)cc2)C1)C(=O)CCC(F)(F)F (stereo not given) | 3 | -9 | 0 | 21 | -18 | -8 | 1.9 | -11 | -1
OC(c1ccc(F)c(F)c1)c1ncc(-c2ccccc2F)[nH]1 (stereo not given) | 1 | 0 | -4 | 12 | · | -2 | 2.4 | -15 | 3
COCCNC(=O)CCCn1c(=O)c2cc(OC)c(OC)cc2n(CC(=O)Nc2ccc(F)cc2)c1=O | -16 | -2 | 9 | -12 | 3 | 0 | 0.2 | 2 | -1
C=CCNC(=O)CN1c2cccc3cccc(c23)S1(=O)=O | 2 | -5 | -8 | 1 | 1 | 4 | -0.3 | -1 | 2
O=C(C1=C[C@H](c2ccc(Br)cc2)C[C@H](OCCCCO)O1)N1CCN(Cc2ccccc2)CC1 | -1 | -7 | 17 | -10 | -19 | -10 | 0.0 | -3 | 4
CCCCC#Cc1ccc(C(=O)NNC(=O)Nc2cc(Cl)cc(Cl)c2)o1 | 5 | -3 | -14 | 17 | 1 | 10 | 0.6 | -6 | 0
CC1=CC2=NC(=O)/C(=C\c3cccn3CCOc3ccccc3)C(=N)N2O1 | 14 | -6 | 3 | -9 | -18 | -2 | 0.9 | 9 | 9
O=C(O)[C@@H]1Cc2ccccc2N1 | 2 | 0 | -9 | 21 | 3 | 9 | 4.4 | -2 | 3
Cc1ccc(C)c(N2CCN(CCCNC(=O)Cn3cc4c(n3)CCCCC4)CC2)c1 | -19 | -5 | -2 | 5 | -15 | -10 | 3.5 | -9 | 14
O=C(O)CCCN=CC1=C(O)CNC1=O | 5 | -4 | -6 | 11 | 8 | 7 | 0.3 | -1 | 2
CCOC(=O)C1=C(COC(=O)C2(C)CC2(Cl)Cl)NC(=O)NC1c1ccccc1 (stereo not given) | 4 | -3 | -10 | 4 | -19 | 9 | 0.9 | -8 | 2
COc1ccc(-c2[nH]ncc2CNCCCSC)cc1F | -48 | -3 | -14 | 4 | -11 | 4 | 0.3 | -22 | 1

Arranged by length of the SMILES (rising): part of the list above
SMILES | TAAR1 antag | CHRM1 agonist | CHRM1 antagonist | M1 PAM parental | CHO parental Ca | CHRM1 PAM | M1 ag parental | CHO-K1 Ca antag | TAAR1 agonist
O=C(O)CCCN=CC1=C(O)CNC1=O | 5 | -4 | -6 | 11 | 8 | 7 | 0.3 | -1 | 2
COc1ccc(-c2[nH]ncc2CNCCCSC)cc1F | -48 | -3 | -14 | 4 | -11 | 4 | 0.3 | -22 | 1
FC(F)(F)C1=CC(c2ccc(Br)cc2)=NCCN1 | 7 | -2 | -5 | 7 | 10 | -8 | 1.0 | 4 | 6
OC(c1ccc(F)c(F)c1)c1ncc(-c2ccccc2F)[nH]1 (stereo not given) | 1 | 0 | -4 | 12 | · | -2 | 2.4 | -15 | 3
COc1ccc(CCN2CNc3c(c(=O)n(C)c(=O)n3C)C2)cc1 | -9 | 0 | -6 | 2 | -1 | 11 | -0.1 | -2 | 22
CC1=CC2=NC(=O)/C(=C\c3cccn3CCOc3ccccc3)C(=N)N2O1 | 14 | -6 | 3 | -9 | -18 | -2 | 0.9 | 9 | 9
CC(C)C(OC(=O)c1cc2occc2n1C)C(=O)NCc1ccc2c(c1)OCO2 (stereo not given) | 19 | -4 | -8 | 8 | -26 | 0 | 1.9 | -26 | 5

The list continues:
SMILES | TAAR1 antag | CHRM1 agonist | CHRM1 antagonist | M1 PAM parental | CHO parental Ca | CHRM1 PAM | M1 ag parental | CHO-K1 Ca antag | TAAR1 agonist
CC(C)NC(=O)NS(=O)(=O)c1cnccc1NC1CC2CCC1C2 (stereo not given) | 0 | 0 | -11 | 12 | 3 | -1 | 1.0 | 5 | 10
O=S(=O)(NCc1ccco1)c1cccc(S(=O)(=O)N2CCCCC2)c1 | 14 | -4 | -6 | 16 | -11 | 6 | 0.7 | -4 | 1
COc1cc(CNC(=O)c2cc(-c3cc(OC)ccc3Cl)n[nH]2)cc(OC)c1 | 32 | 2 | -8 | 9 | · | 5 | 2.5 | 0 | 8
COc1ccc(C(=O)c2cc(C(C)=O)c(Nc3ccccc3)s2)cc1 | -1 | -4 | -4 | 1 | -14 | 2 | -0.3 | 1 | -1
CCOc1ccc(S(=O)(=O)NCCC(=O)N2CCN(Cc3ccccc3)CC2)cc1 | -5 | -2 | -13 | 3 | -8 | 6 | 1.5 | -6 | 0
C=C1CCC(N(O)c2cc(C)on2)C(=C)CCC2C1CC2(C)C (stereo not given) | 3 | -4 | -4 | -10 | -17 | 1 | 0.2 | 3 | 3
O=C(O)c1ccc(-c2ccc(OS(=O)(=O)c3ccccc3F)cc2)cc1 | -4 | -2 | 10 | 19 | 17 | -10 | 0.9 | -18 | -1
COc1ccc(C(CNC(=O)c2oc3ccccc3c2C)N2CCCC2)cc1 (stereo not given) | 5 | -6 | -1 | 10 | -17 | 0 | 1.8 | -12 | 6
Cc1ccc(-n2ncc3c(=O)[nH]c(SC(C)C)nc32)cc1 | -15 | -1 | -13 | 12 | -9 | 10 | 0.0 | -8 | 0
CC/C(C)=N/Nc1cccc([N+](=O)[O-])c1 | -17 | -7 | -5 | 6 | -6 | 6 | 0.4 | 5 | 0
CCn1c(C)cc(/C=C2/SC(=O)N(C(C)C(=O)OC)C2=O)c1C (stereo not given) | -18 | -4 | -11 | -8 | -2 | 5 | 0.9 | 12 | 2
CCCCSc1nnc(CSc2nc3nc(C)cc(C)n3n2)o1 | -5 | -7 | 9 | 7 | -12 | -3 | 1.9 | -3 | 2
COc1ccc(CN2C(=O)c3cccnc3C2=O)cc1S(=O)(=O)N(C)Cc1ccco1 | -11 | 1 | -9 | 15 | -12 | 13 | 1.5 | -13 | 7
C[C@H](CO)N1C[C@H](C)[C@@H](CN(C)Cc2ccc(C(=O)O)cc2)OCc2cnnn2CCCC1=O | 3 | 1 | -17 | 14 | · | 8 | 1.2 | -11 | 1
